From PubChem
Sm TGR inh: blocks Schistosoma mansoni thioredoxin glutathione reductase; Q962Y6; purified TGR, DTNB reduction, TNB absorbance 405 nm; Potency, µM (doses to about 114 µM), for inactives: at the highest dose activity change, negative = inhibition, actives largely listed as inhibitors; actives 3% (n = 360,000); active = well fitted inhibition curve with a large enough effect; inconclusive = small, poorly fitted or top-dose-only effect; inactive = no such curve, though single readings can be large or run the other way; also: nearly all actives have a fitted effect of over 60% in size
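TGR 20 nM + NADPH 100 uM (dispensed conc.), cpd preinc 15 min RT; start with NADPH (500 uM addition) then DTNB (15 mM addition). Kinetic TNB absorbance, 405 nm filter. Four-parameter Hill fit across titration.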
* marks the source's active call; other numbers are inactive results; u = inconclusive. % is scaled to controls: 0 for no effect and ±100 for the full control effect; potency is read from the fitted curve at half-maximal effect. Not all compounds are listed; rates above refer to the full screens.

Start of the listing, in advance:
Compound	Sm TGR inh
COc1ccc(CNC(=O)c2ccc(CNS(=O)(=O)c3ccc(OC)cc3)cc2)cc1	15.2%
Cc1cc(C)c(NC(=O)CCN2CCCCC2)c(C)c1	1.6%
CN1CC(=O)N(CC(=O)Nc2ccc(Cl)c(C(F)(F)F)c2)c2ccccc2C1=O	-0.1%

Results (from the top)
Compound	Sm TGR inh
COc1ccc(CNC(=O)c2ccc(CNS(=O)(=O)c3ccc(OC)cc3)cc2)cc1	15.2%
Cc1cc(C)c(NC(=O)CCN2CCCCC2)c(C)c1	1.6%
CN1CC(=O)N(CC(=O)Nc2ccc(Cl)c(C(F)(F)F)c2)c2ccccc2C1=O	-0.1%
Cc1ccccc1CCNC(=O)c1ccc2c(c1)c(C)c(C)n2C	1.6%
Cc1cccc(NC(=O)CSc2nc(=O)n(Cc3cccnc3)c3c2CCC3)c1	7.2%
Cc1ccc(N2CCN(S(=O)(=O)c3nnc(NC(=O)c4ccc(C(C)C)cc4)s3)CC2)cc1	5.5%
COc1ccccc1C(=O)n1nc(-c2ccccc2)nc1NCc1ccc(Cl)cc1	-0.2%
COc1cc(-c2noc(-c3ccc(N4CCCCC4)c([N+](=O)[O-])c3)n2)cc(OC)c1OC	-8.9%
Cc1ccc(C(=O)NCC(c2ccc3c(c2)OCO3)N2CCOCC2)cc1 (stereo unspecified)	7.4%
CCOc1ccc(NC(=O)C2CCN(c3nc4ccccc4[nH]3)CC2)cc1	-1.1%
Cc1ccc(Cl)cc1-n1nnc(-c2nc(-c3ccc4c(c3)OCO4)no2)c1C	-6.7%
Cc1cccc(N2CCN(C(=O)CN3C(=O)COc4ccc(S(=O)(=O)N5CCOCC5)cc43)CC2)c1C	7.8%
CCOc1ccc(C(=O)N2CCC(c3nc4ccccc4o3)CC2)cc1	0.1%
CCOc1ccccc1NC(=O)N1CCC(N2CCN(Cc3ccccc3)C(=O)C2=O)CC1	2.5%
O=C(Cn1c(=O)n(-c2ccc(Cl)cc2)c(=O)c2c3c(sc21)CCCCC3)Nc1cccc(Cl)c1	2.9%
NS(=O)(=O)c1ccc(NC(=O)CCn2c(=O)oc3ccccc32)cc1	-1.6%
CCOc1ccc(NC(=O)c2cc(S(=O)(=O)N3CCOCC3)ccc2F)cc1	6.0%
CCn1c(=O)cc(SCC(=O)NCc2ccc(OC)cc2OC)c2ccccc21	9.5%
Cc1ccc(C)c(Cn2c(=O)n(Cc3ccccc3)c(=O)c3sc4ccccc4c32)c1	8.8%
CCCCN(CC)C(=O)Nc1ccc2c(c1)N(C)C(=O)c1ccccc1S2	-0.1%

(more compounds)
Compound	Sm TGR inh
COC(=O)c1ccccc1NC(=O)Cn1c(=O)n(-c2ccc(Cl)cc2)c(=O)c2c(C)c(C)sc21	8.7%
O=C(Cn1cc(S(=O)(=O)N2CCN(c3ccccc3F)CC2)c2ccccc2c1=O)Nc1cccc(C(F)(F)F)c1	8.1%
CCOc1ccccc1NC(=O)c1ccc(F)c(S(=O)(=O)NCc2ccc3c(c2)OCO3)c1	1.2%
CCCCNC(=O)c1cc(Sc2ccc(OCC)cc2)nc2ccccc12	6.6%
O=S(=O)(c1ccccc1)n1nc(-c2ccc(Cl)cc2)nc1NCc1ccc(F)cc1	-0.8%
CCOc1ccc(-c2cc(NC(=O)c3ccccc3)c(C(=O)OC)s2)cc1	-2.1%
COc1ccc(S(=O)(=O)c2cnc3ccc(Cl)cc3c2N2CCCCC2C)cc1 (stereo unspecified)	-0.6%
CCn1c(CNC(=O)c2ccc(OC)cc2)nnc1SCC(=O)Nc1ccc(C)cc1	4.2%
Cc1cccc(Nc2nnc(-c3ccc(C)c(S(=O)(=O)NCC4CCCO4)c3)c3ccccc23)c1 (stereo unspecified)	7.4%
Cc1ccc(CN2CCc3nc(N4CCN(c5ncccn5)CC4)ncc3C2)cc1	-8.2%
CCOCCCNC(=O)c1ccc(NC(=O)N2CCCCc3ccccc32)cc1	0.1%
CCOC(=O)c1cnn(-c2cccc(Cl)c2)c1C1CCN(C(=O)OC(C)(C)C)CC1	-1.2%
CC(=O)Nc1nonc1-c1nnc(SCC(=O)Nc2ccc(C)cc2)n1-c1ccccc1	4.2%
CCOC(=O)c1c(C)[nH]c(CCC(=O)Nc2ccc(C)c(F)c2)c1C	14.4%
CCCCOc1ccc(C2=NC(c3ccccc3)=Nc3ccc(OC)cc3N2)cc1	18.7%
COc1ccc(N2CCN(S(=O)(=O)c3c(C)[nH]c(=O)[nH]c3=O)CC2)cc1	-24.2%
Cc1ccc(NC(=O)N2CCN(c3cc(-c4noc(C)n4)ccc3C)CC2)c(C)c1	10.3%
Cc1ccc(C(=O)c2oc3ccccc3c2NC(=O)Cc2ccccc2)cc1	-4.5%
Cc1ccc(Cl)cc1N1CCN(S(=O)(=O)c2cc(Br)cc3c2N(C(=O)C2CC2)CC3)CC1	-5.2%
CCN(Cc1ccccc1)S(=O)(=O)c1ccc(F)c(C(=O)Nc2cc(C(F)(F)F)ccc2Cl)c1	5.2%

Next entries.
Compound	Sm TGR inh
Cc1nn(Cc2ccc(F)cc2)c(C)c1NC(=O)c1cc(CC(C)C)on1	0.9%
COc1ccccc1CNC(=O)c1cc2sccc2n1Cc1ccc(F)cc1	6.5%
COc1ccc(C(=O)N2CCN(c3nc4c(C)c(Cl)ccc4s3)CC2)c(OC)c1	-0.4%
CC1CCCN(C(=O)c2cc3c(Cl)nc4ccccc4c3s2)C1 (stereo unspecified)	6.7%
Cc1ccc(C)c(N2CCN(C(=O)C(CC(C)C)NS(=O)(=O)c3ccc4nc(C)sc4c3)CC2)c1 (stereo unspecified)	7.4%
CCCN(CCC)CCCNC(=O)c1nn(C)c2c1CS(=O)(=O)c1ccccc1-2	-1.4%
Cc1ccc(C)c(N2CCN(C(=O)c3cc(C)nc4c3c(C)nn4-c3ccccc3)CC2)c1	4.5%
Cc1ccc(N2CCN(C(=O)NCc3noc4ccccc34)CC2C)cc1 (stereo unspecified)	2.4%
O=C(NCc1cccc(Cl)c1)C1CCCN(c2nn3cc(-c4ccc(F)cc4)nc3s2)C1 (stereo unspecified)	1.1%
COc1cccc(CN(Cc2ccco2)c2cnc(S(C)(=O)=O)nc2C(=O)Nc2cccc(Cl)c2C)c1	1.9%
O=c1c(N2CCN(c3cccc(Cl)c3)CC2)csc2ccccc12	1.5%
O=C(CN1C(=O)CC(c2ccco2)Sc2ccccc21)Nc1ccc(C(F)(F)F)cc1 (stereo unspecified)	2.2%
CCc1cccc(NC(=O)c2ccc(CNS(=O)(=O)c3ccc4c(c3)C(C)(C)C(=O)N4C)cc2)c1	1.2%
COc1cccc(-c2cn3c(n2)sc2cc(C(=O)NCCCc4ccccc4)ccc23)c1	1.2%
Cc1cccc(C(=O)n2nc(-c3ccco3)nc2NCc2ccccc2)c1	35.5µM*
COc1ccc(C(=O)N(Cc2ccc(N(C)C)cc2)Cc2ccco2)cc1Cl	12.9%
COc1cccc(Cn2c(C)c(CNC3CCCCC3)c(C(=O)O)c2C)c1	4.0%
Fc1cc(F)c2ncc3c(-c4ccccc4)nn(-c4cccc(Cl)c4)c3c2c1	2.9%
COc1ccc(OCC(=O)OCc2cc(=O)n3nc(C4CC4)sc3n2)cc1	-3.0%
O=C(NCCc1ccccc1)c1ccc2c(c1)N(Cc1ccc(Cl)cc1)C(=O)CS2	5.5%

Following part:
Compound	Sm TGR inh
CCCCOc1ccc(Cn2c(=O)oc3ccc(C)cc32)cc1	7.9%
Cc1ccc(N2CC(c3nnc(Cc4ccccc4Cl)o3)CC2=O)cc1 (stereo unspecified)	12.0%
CCCC1=Nc2cc(C(=O)NCCOC)ccc2Sc2ccccc21	0.7%
Cc1nc(-c2ccc(C)c(S(=O)(=O)N3CCC(C(=O)NCc4ccc(F)cc4)CC3)c2)no1	2.7%
COc1ccc(NS(=O)(=O)c2ccc3nc(-c4ccccc4)[nH]c3c2)cc1	3.4%
CCc1ccccc1Nc1sc(C(=O)c2ccccc2)c(N)c1S(=O)(=O)c1ccccc1	-14.6%
Cc1ccc(C(=O)COC(=O)c2cccc(NC(=O)c3ccc(Br)cc3)c2)cc1	-1.4%
CN(C)c1ccc(CN2CCc3nc(N4CCN(c5ccccn5)CC4)ncc3C2)cc1	-26.9%
O=C(CSc1nc2c([nH]c3ccccc32)c(=O)n1-c1ccccc1)c1ccccc1	-3.6%
O=C(Nc1nc2c(s1)CCCCCC2)Nc1ccc(F)cc1F	0.1%
Cc1ccc2c(c1)N(CC(=O)Nc1ccccc1C(F)(F)F)C(=O)c1cccnc1O2	-0.9%
O=C(CN1C(=O)CCc2cc(S(=O)(=O)N3CCOCC3)ccc21)Nc1cccc(Cl)c1	2.3%
Cc1oc(-c2ccccc2)nc1CNC(=O)NC1CCCCC1	8.4%
Cc1ccc2c(=O)cc(C(=O)Nc3c(C)n(C)n(-c4ccccc4)c3=O)oc2c1C	6.7%
Cc1cccc(NC(=O)C(=O)NCC(c2ccc3c(c2)OCO3)N2CCOCC2)c1C (stereo unspecified)	0.5%
CN1CCN(Cc2c(O)ccc3cc(-c4ccccc4)c(=O)oc23)CC1	-12.1%
O=C(Nc1ccc(F)c(Cl)c1)N(Cc1ccc2c(c1)OCO2)C1CCN(Cc2ccccc2)CC1	-4.2%
COc1cc(OC)cc(C(=O)NCc2ccc3c(c2)CCN3C(=O)c2ccccc2)c1	10.4%
COc1ccc(Br)cc1[C@@H]1Nc2ccc(C(=O)O)cc2[C@@H]2C=CC[C@@H]21	-19.6%
Cc1ccc(-n2ncc(C(=O)Nc3ccc4c(c3)OCCO4)c2C2CCN(C(=O)OC(C)(C)C)CC2)cc1	-5.4%

More records
Compound	Sm TGR inh
N#Cc1ccccc1NC(=O)C(=O)NCC(c1cccnc1)N1CCN(c2ccccc2)CC1 (stereo unspecified)	5.8%
COc1ccc(CC(=O)Nc2ccc3nc(Nc4ccc(OC)cc4)cc(C)c3c2)cc1	-1.9%
CCC1CCc2c(sc(NC(=O)C3c4ccccc4Oc4ccccc43)c2C(=O)OC)C1 (stereo unspecified)	11.6%
Cc1cc(NC(=O)COc2ccccc2)cc(-c2nc3ccccc3o2)c1O	-11.2%
O=C(CN1C(=O)c2cccnc2Oc2ccc(Cl)cc21)NCCCN1CCCCC1	1.7%
CCCCN1CCCc2cc(CN(CCCN3CCOCC3)C(=O)Nc3ccc(CC)cc3)ccc21	-22.0%
COc1cccc(CNC(=O)c2ccc(NC(=O)N3CC(C)Sc4ccccc43)cc2)c1 (stereo unspecified)	5.3%
CC(C)c1ccc(NC(=O)Cn2cc(S(=O)(=O)Cc3cccc(Cl)c3)c3ccccc32)cc1	1.6%
CCc1ccc(CNC(=O)c2cc3n(n2)CCCN(Cc2ccccc2)C3=O)cc1	-0.5%
Cc1cc(=O)n(Cc2ccccc2)c2c1c(C)nn2-c1ccccc1	0.6%
COc1ccccc1CNc1ncnc2c1nnn2C	-2.2%
COc1cccc(C(=O)Nc2nc3ccc(S(=O)(=O)N4CCCC4)cc3s2)c1	3.8%
CCN1CCN(C(c2ccccc2)c2c(O)cc(C)n(CCOC)c2=O)CC1 (stereo unspecified)	3.98µM*
CCN(Cc1nc(-c2ccc(OC)cc2)oc1C)S(=O)(=O)c1ccc(Cl)cc1	-5.7%
Cc1ccccc1C(=O)Nc1cccc(OCc2cc(=O)n3c4c(sc3n2)CCCC4)c1	-10.2%
COc1ccc(N2CCN(C3(c4ccccc4)C(=O)c4ccccc4C3=O)CC2)cc1	10.2%
Cc1ccccc1Nc1c2c(nc3nncn13)CCC2	u
Cc1ccc2nc(Nc3cccc(Cl)c3C)c(-n3nc(C)cc3C)nc2c1	-0.7%
Cc1cc(NC(=O)c2ccc3c(c2)OCCO3)cc(-c2nc3ccccc3o2)c1O	4.1%
COc1cccc(C(=O)Nc2c(C(=O)Nc3ccc(F)cc3)oc3ccccc23)c1OC	3.7%

Next part.
Compound	Sm TGR inh
CN(C)c1ccc(CNC(=O)CN2CCSc3ccc(S(=O)(=O)N(C)C)cc32)cc1	-0.5%
COc1cccc(CNS(=O)(=O)c2c(C(=O)N3CCC(C)CC3)c(C)n(C)c2C)c1	5.5%
CCOc1ccc(-c2cc3c(=O)n(CC(=O)NCc4ccccc4)ccn3n2)cc1	-4.1%
Cc1cccc(C)c1NC(=O)CCS(=O)(=O)c1ccc2c(c1)n(C)c(=O)c(=O)n2C	-17.8%
O=C(c1ccc(Nc2nc3ccccc3n3nnnc23)cc1)N1CCN(c2ccc(F)cc2)CC1	3.9%
CCOc1cc(C(=O)Nc2ccc(-c3nc4ccccc4s3)cc2Cl)cc(OCC)c1OCC	8.7%
CCc1ccc(C(=O)c2cn(CC(=O)Nc3ccc(F)c(F)c3)c3cc(OC)c(OC)cc3c2=O)cc1	-11.1%

4 entries from above, as labelled records:
compound: COc1cccc(CNS(=O)(=O)c2c(C(=O)N3CCC(C)CC3)c(C)n(C)c2C)c1
- Sm TGR inh = 5.5%

compound: O=C(c1ccc(Nc2nc3ccccc3n3nnnc23)cc1)N1CCN(c2ccc(F)cc2)CC1
- Sm TGR inh = 3.9%

compound: CCOc1cc(C(=O)Nc2ccc(-c3nc4ccccc4s3)cc2Cl)cc(OCC)c1OCC
- Sm TGR inh = 8.7%

compound: CCOc1ccc(-c2cc3c(=O)n(CC(=O)NCc4ccccc4)ccn3n2)cc1
- Sm TGR inh = -4.1%
